HRas wt GTP bind: modulators of GTP binding to HRas wildtype, primary screen, biochemical, bead-based flow cytometry, multiplex; GST-Ras wt beads, Bodipy-FL-GTP binding; actives lie on both sides; GTPase HRas (Homo sapiens), P01112; actives 0.14% (n = 190,000); GTP binding activity, % at 10 µM;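 active = GTP binding activity at least 20% away from the 100% baseline, either lowered as inhibitor or raised as activator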;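 also: 0% = unlabeled GTP competition control and 100% = no-compound control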
Target sequence (P01112 whole entry, looked up): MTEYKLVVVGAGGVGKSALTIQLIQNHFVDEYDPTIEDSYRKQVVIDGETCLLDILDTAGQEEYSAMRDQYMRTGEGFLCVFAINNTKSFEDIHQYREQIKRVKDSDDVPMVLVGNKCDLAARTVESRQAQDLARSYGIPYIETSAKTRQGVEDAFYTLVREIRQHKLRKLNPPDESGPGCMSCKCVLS
Mcl1-Noxa inh: Mcl-1/Noxa binding inhibitors, primary screen, biochemical, TR-FRET, 1536-well; inhibition, % at 21.7 µM; AID 1022, 2008; TR-FRET Mcl-1/Noxa peptide binding, 2 h; actives 1.5% (n = 220,000); Induced myeloid leukemia cell differentiation protein Mcl-1 (Homo sapiens), Q07820;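 active = compounds that cut the protein-peptide binding signal by more than 50% relative to plate controls in a single-dose test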;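 also: His-tagged Mcl-1 with rhodamine Noxa BH3 peptide and terbium anti-His antibody; 0% = Mcl-1 plus Noxa peptide wells and 100% = peptide-only wells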
Target sequence (Q07820 whole entry, looked up): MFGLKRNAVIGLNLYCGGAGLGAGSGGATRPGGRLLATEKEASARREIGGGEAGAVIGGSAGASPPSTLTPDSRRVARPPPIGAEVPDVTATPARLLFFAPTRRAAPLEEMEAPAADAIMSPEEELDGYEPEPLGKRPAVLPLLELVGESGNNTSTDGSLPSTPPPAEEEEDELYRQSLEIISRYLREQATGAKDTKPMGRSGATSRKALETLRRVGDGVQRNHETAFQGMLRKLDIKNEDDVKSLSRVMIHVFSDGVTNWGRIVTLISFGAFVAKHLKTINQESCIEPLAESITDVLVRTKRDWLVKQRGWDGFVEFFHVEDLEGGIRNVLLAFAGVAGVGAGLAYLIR
GSH fluor: compound fluorescence on glutathione beads, profiling panel, artefact control, biophysical, 488/530 nm, flow cytometry. GSH beads flow cytometry, compound fluorescence 488/530 nm; active compounds read high. fluorescence (KMESF) at 10 µM. actives 0.25% (n = 190,000). AID 1776, 2009; in the data active = fluorescence above about 89;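 also: glutathione beads carrying GST-tagged Bcl family fusion proteins plus one bare bead set; values are compound well signal with DMSO vehicle wells as background; inactives centre near 16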
Rac1 wt GTP bind: wildtype Rac1 GTP binding modulators, primary screen, biochemical, GST-Rac1 beads, flow cytometry, multiplex | actives 0.27% (n = 190,000) | Ras-related C3 botulinum toxin substrate 1 (Homo sapiens), P63000 | fluorescent GTP binding; actives lie on both sides; 0 = cold GTP competed, 100 = untreated | GTP binding activity (% of control), % at 10 µM;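 active = GTP binding activity at least 20 points away from the 100% control level, either lower or higher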
Pf gametocyte: late stage P. falciparum gametocyte viability inhibitors, primary screen, ATP luminescence, HTS; P. falciparum stage V gametocytes, 24 h; inhibition, % at 10.9 µM; actives 0.065% (n = 150,000);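 active = inhibition above the mean plus 3 SD of compounds within the control limits, set per campaign, cut at about 38% in these data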;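 also: 0% = DMSO wells and 100% = medium only without gametocytes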
Rac1 mut GTP: GTP binding modulators of activated mutant Rac1, primary screen, biochemical, bead-based flow cytometry, multiplex, fluorescent GTP. percent activity (GTP binding), % at 10 µM. GST-Rac1 activated beads; actives lie on both sides; 100% means binding = to untreated wells. Ras-related C3 botulinum toxin substrate 1 (Homo sapiens), P63000. AID 764, 2007. actives 0.11% (n = 190,000);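 active = GTP binding at least 20 percentage points away from the 100% baseline, in either direction, so actives lie on both sides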
Rab7 wt modul: modulators of GTP binding to Rab7, primary screen, biochemical, wildtype, multiplex bead flow cytometry. AID 758, 2007. Rab7 GTPase wild type (dog), Bodipy-FL-GTP binding. actives 0.055% (n = 190,000). GST-Rab7 beads, fluorescent GTP binding; actives lie on both sides; untreated = 100%, excess cold GTP = 0%. GTP binding activity (percent of control), % at 10 µM;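 active = fluorescent GTP binding to Rab7 beads changed by at least 20 points from the 100% baseline, either direction, mostly lower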;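 also: median green fluorescence of bound Bodipy-FL-GTP per Rab7 bead population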
Cdc42 wt GTP: modulators of GTP binding to wildtype Cdc42, primary screen, biochemical, multiplex bead flow cytometry, Bodipy-GTP; GST-Cdc42 beads; actives lie on both sides; percent activity (GTP binding), % at 10 µM; actives 0.2% (n = 190,000); AID 761, 2007;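 active = percent activity GTP binding at least 20 points away from the 100% baseline, either down as inhibitor or up as activator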;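 also: median bead fluorescence of bound Bodipy-FL-GTP at 100 nM; 0% = excess unlabeled GTP control and 100% = no compound control; below 100% means less GTP binding so inhibitor and above means activator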
Target sequence (P60953 whole entry, looked up): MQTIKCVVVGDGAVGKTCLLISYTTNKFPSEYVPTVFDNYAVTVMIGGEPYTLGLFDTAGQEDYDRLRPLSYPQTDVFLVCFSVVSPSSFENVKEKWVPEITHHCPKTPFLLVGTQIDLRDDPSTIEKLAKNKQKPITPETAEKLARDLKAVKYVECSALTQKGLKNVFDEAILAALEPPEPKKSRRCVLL
Mcl1 Bid PPI: Mcl-1/Bid binding inhibitors, primary screen, biochemical, TR-FRET, 1536-well. Induced myeloid leukemia cell differentiation protein Mcl-1 (Homo sapiens), Q07820. TR-FRET Mcl-1/Bid-Dy647 peptide binding. inhibition, % at 21.7 µM. actives 0.97% (n = 220,000). AID 1021, 2008;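 active = compounds that cut the binding signal by more than half at the single screening dose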;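 also: His-tagged Mcl-1 with europium anti-His antibody binding Bid BH3 peptide; 0% = Mcl-1 plus peptide wells and 100% = peptide-only wells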
Avidin bead fluor: green autofluorescence of compounds with avidin beads – biophysical, 488/530 nm, flow cytometry, artefact control, profiling panel. compound fluorescence 488/530 nm; active compounds read high. fluorescence (KMESF) at 10 µM. actives 0.38% (n = 220,000); in the data active = fluorescence above about 47; also: inactives centre near 10
Rab2 wt GTP: modulators of GTP binding to Rab2A wildtype, primary screen, biochemical, dog, bead-based flow cytometry, multiplex; Ras-related protein Rab-2A (Canis lupus familiaris), P61105; GST-Rab2 wt beads, Bodipy-GTP binding; GTP binding activity, % at 10 µM; actives 0.19% (n = 190,000); AID 760, 2007;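 active = GTP binding activity at least 20 points away from 100%, either lowered or raised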;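 also: 0% = beads with excess unlabeled GTP and 100% = no-compound control corrected for plate trend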
An asterisk follows results filed as active; nt = not tested or not shown.

1: c1ccc(-c2nnc(SCc3nnc(-c4cccs4)o3)o2)cc1
2: CCc1ccc(OCC(=O)Nc2ccc(-c3cc4ccccc4oc3=O)c(OC)c2)cc1
3: Cc1ccc(OCC(=O)Nc2cccc(S(=O)(=O)N3CCOCC3)c2)c([N+](=O)[O-])n1
4: CC(=O)Nc1ccc(S(=O)(=O)NCc2cn3c(C)csc3n2)cc1
5: Nc1cc(=O)[nH]c(SCc2nc3ccccc3n2Cc2ccccc2)n1
6: Cc1nc2ncnn2c(C)c1CCC(=O)N1CCN(c2ccccn2)CC1
7: Cc1nn(CC#N)c(=O)n1-c1ccc(F)cc1
8: COc1ccc(N2CCN(C(c3cccs3)C(C)NS(C)(=O)=O)CC2)cc1 (stereo not given)
Compound,1,2,3,4,5,6,7,8
HRas wt GTP bind,102.0,99.0,98.0,100.0,96.0,99.0,101.0,98.0
Mcl1-Noxa inh,40.6,-28.5,0.1,10.0,9.9,12.7,-5.0,15.9
GSH fluor,12,9,12,13,27,33,51,11
Rac1 wt GTP bind,102.0,105.0,101.0,101.0,96.0,100.0,99.0,100.0
Pf gametocyte,nt,9.2,3.7,nt,0.3,9.6,nt,-14.0
Rac1 mut GTP,99.0,96.0,98.0,99.0,96.0,99.0,99.0,97.0
Rab7 wt modul,103.0,97.0,95.0,102.0,94.0,101.0,101.0,103.0
Cdc42 wt GTP,101.0,103.0,99.0,102.0,99.0,104.0,100.0,99.0
Mcl1 Bid PPI,-23.2,-12.8,4.1,-13.7,-7.5,-11.1,-18.8,-43.4
Avidin bead fluor,11,13,12,25,5,6,4,24
Rab2 wt GTP,100.0,95.0,97.0,98.0,95.0,100.0,100.0,100.0

9: COC(=O)CN(c1nc(C)cc(OC)n1)S(=O)(=O)c1ccc(C)cc1
10: O=[N+]([O-])c1cc(C(F)(F)F)ccc1NCCc1c[nH]c2ccc(O)cc12
11: COc1ccc(CN2CCN(S(=O)(=O)c3ccccc3)CC2)cc1Br
12: Cc1ccccc1C(C(=O)NC1CCCCC1)N(C(=O)c1ccccn1)c1cccnc1 (stereo not given)
13: CCOc1ccccc1C(=O)Nc1nnc(SCC(=O)Nc2cc(C)on2)s1
14: Cc1nc2ncnn2c(N2CCCC(C(=O)Nc3ccccc3Br)C2)c1C (stereo not given)
15: Clc1ccc2nc(CSc3nnc4ccccn34)cn2c1
16: O=C(CSc1ncn[nH]1)NCCCc1ccccc1
Compound,9,10,11,12,13,14,15,16
HRas wt GTP bind,103.0,101.0,99.0,95.0,96.0,99.0,104.0,101.0
Mcl1-Noxa inh,-4.3,21.2,48.0,-5.5,-27.6,7.1,21.5,25.2
GSH fluor,25,30,26,24,14,19,24,38
Rac1 wt GTP bind,106.0,104.0,103.0,98.0,98.0,100.0,104.0,100.0
Pf gametocyte,0.4,nt,14.8,17.0,-3.2,-8.4,-20.5,15.1
Rac1 mut GTP,100.0,100.0,99.0,98.0,91.0,95.0,103.0,98.0
Rab7 wt modul,100.0,101.0,101.0,98.0,95.0,104.0,106.0,98.0
Cdc42 wt GTP,105.0,101.0,101.0,101.0,95.0,99.0,104.0,102.0
Mcl1 Bid PPI,-2.3,-7.5,63.8*,-15.0,33.8,-18.9,-29.1,-6.0
Avidin bead fluor,30,11,47,10,11,6,14,5
Rab2 wt GTP,104.0,101.0,98.0,100.0,94.0,101.0,103.0,99.0

Record cards, from the list above.
Shown for COC(=O)CN(c1nc(C)cc(OC)n1)S(=O)(=O)c1ccc(C)cc1 → HRas wt GTP bind = 103.0; Mcl1-Noxa inh = -4.3; GSH fluor = 25; Rac1 wt GTP bind = 106.0; Pf gametocyte = 0.4; Rac1 mut GTP = 100.0; Rab7 wt modul = 100.0; Cdc42 wt GTP = 105.0; Mcl1 Bid PPI = -2.3; Avidin bead fluor = 30; Rab2 wt GTP = 104.0
Shown for O=[N+]([O-])c1cc(C(F)(F)F)ccc1NCCc1c[nH]c2ccc(O)cc12 → HRas wt GTP bind = 101.0; Mcl1-Noxa inh = 21.2; GSH fluor = 30; Rac1 wt GTP bind = 104.0; Pf gametocyte = nt; Rac1 mut GTP = 100.0; Rab7 wt modul = 101.0; Cdc42 wt GTP = 101.0; Mcl1 Bid PPI = -7.5; Avidin bead fluor = 11; Rab2 wt GTP = 101.0

Continuation:
17: Cc1cccc(-n2c(C)n[nH]c2=S)c1
18: CC1Cc2ccccc2N1Cc1nc2scc(-c3cccs3)c2c(=O)[nH]1 (stereo not given)
19: COc1cc2c(C(=O)NC3CCCCCC3)cn(C)c(=O)c2cc1OC
20: OC(CNCc1ccco1)Cn1c2ccc(Br)cc2c2cc(Br)ccc21 (stereo not given)
21: N#C/C(=C(/O)COc1ccccc1)c1nc2ccccc2s1
22: CC1CC(C)CN(C(=O)COC(=O)CCc2nc3ccccc3c(=O)[nH]2)C1 (stereo not given)
23: CC1CCN(c2oc(Cc3cccc4ccccc34)nc2C#N)CC1
24: COc1ccccc1Cn1nnc2c(=O)[nH]c(C3CCN(C(=O)c4ccc(F)cc4)CC3)nc21
Compound,17,18,19,20,21,22,23,24
HRas wt GTP bind,105.0,98.0,98.0,101.0,90.0,103.0,98.0,102.0
Mcl1-Noxa inh,4.5,10.8,-2.8,13.8,16.3,0.6,-1.0,7.4
GSH fluor,11,25,23,22,18,6,12,7
Rac1 wt GTP bind,107.0,101.0,101.0,97.0,91.0,103.0,100.0,103.0
Pf gametocyte,-20.1,nt,-7.1,nt,-12.7,5.8,nt,nt
Rac1 mut GTP,101.0,99.0,98.0,97.0,86.0,103.0,98.0,100.0
Rab7 wt modul,104.0,101.0,99.0,96.0,99.0,102.0,99.0,103.0
Cdc42 wt GTP,102.0,101.0,98.0,99.0,89.0,101.0,98.0,104.0
Mcl1 Bid PPI,-45.9,-51.2,3.5,-6.5,-12.5,-15.5,0.7,-10.3
Avidin bead fluor,5,2,25,15,11,2,36,36
Rab2 wt GTP,102.0,99.0,97.0,101.0,91.0,102.0,99.0,102.0

25: Cc1cccc(Nc2nnc(-c3ccc(C(=O)N4C[C@H]5C[C@H](C4)c4cccc(=O)n4C5)cc3)c3ccccc23)c1
26: COc1ccc(CNC(=O)c2ccc(S(=O)(=O)N3CCCC3)cc2)cc1OC
27: Clc1cccc(Cl)c1COc1ccncc1
28: COc1ccc(C2NC(=O)NC(C)=C2C(=O)Nc2cccc(C)c2C)cc1 (stereo not given)
29: Cc1cccc(N(CC(=O)NCc2ccc3c(c2)OCO3)C(=O)CCC(=O)Nc2ccccn2)c1
30: CCc1ccc(C(=O)COC(=O)CNC(=O)c2ccc(N3C(=O)c4ccccc4C3=O)cc2)cc1
31: CCOc1cc(N2CCCC2)ccc1[N+](=O)[O-]
32: O=C(CN1CCN(Cc2ccccc2)C1=O)NCCCN1CCOCC1
Compound,25,26,27,28,29,30,31,32
HRas wt GTP bind,102.0,98.0,101.0,102.0,102.0,102.0,100.0,101.0
Mcl1-Noxa inh,9.1,-20.5,-6.9,4.6,-1.6,-1.2,26.2,2.4
GSH fluor,24,31,21,24,14,20,10,27
Rac1 wt GTP bind,100.0,98.0,110.0,106.0,105.0,101.0,102.0,103.0
Pf gametocyte,2.3,9.8,nt,nt,7.4,18.1,nt,nt
Rac1 mut GTP,101.0,96.0,99.0,101.0,102.0,98.0,99.0,101.0
Rab7 wt modul,100.0,99.0,101.0,106.0,104.0,99.0,98.0,97.0
Cdc42 wt GTP,102.0,100.0,107.0,101.0,108.0,102.0,101.0,101.0
Mcl1 Bid PPI,1.2,-20.1,-13.2,-4.6,3.1,22.5,-25.5,-12.3
Avidin bead fluor,20,9,41,7,12,4,5,7
Rab2 wt GTP,103.0,100.0,99.0,102.0,103.0,102.0,97.0,100.0

33: COc1ccc(N(CN2C(=O)C3CC=CCC3C2=O)C(=O)c2ccco2)cc1 (stereo not given)
34: Cc1ccc(C(C)C)cc1C(=O)CC1(O)C(=O)N(C)c2ccccc21 (stereo not given)
35: CCn1c(=N)c(S(=O)(=O)c2ccc(F)cc2)cc2c(=O)n3ccccc3nc21
36: CC1CCN(S(=O)(=O)c2ccc(-c3nnc(SCc4cccnc4)o3)cc2)CC1
37: COc1ccccc1NC(=S)N(Cc1ccccc1)Cc1ccccn1
38: Cn1cc(Cl)c(C(=O)N/N=C/c2ccc(OS(=O)(=O)c3ccccc3)cc2)n1
39: NS(=O)(=O)c1cc(C2(O)NC(=O)c3ccccc32)ccc1Cl (stereo not given)
40: CCOc1ccc2nc(NC(=O)CSc3nc4c(c(=O)n(C)c(=O)n4C)n3C(C)C)sc2c1
41: C#CCSc1cc(C(F)(F)F)nc(-c2ccccn2)n1
42: O=C(NCC1CCCN(Cc2cccc(OCCO)c2)C1)c1ccc(F)cc1 (stereo not given)
43: N#Cc1c(-c2ccc(F)cc2)ccnc1N1CCOCC1
Compound,33,34,35,36,37,38,39,40,41,42,43
HRas wt GTP bind,103.0,98.0,89.0,98.0,101.0,103.0,98.0,98.0,95.0,98.0,90.0
Mcl1-Noxa inh,-0.1,-5.3,16.8,4.8,18.5,9.7,2.9,-28.9,3.6,9.0,6.5
GSH fluor,35,8,12,14,12,40,17,23,21,17,14
Rac1 wt GTP bind,107.0,98.0,92.0,97.0,107.0,101.0,97.0,97.0,99.0,101.0,91.0
Pf gametocyte,2.6,9.5,nt,6.8,nt,nt,nt,nt,5.7,-0.8,nt
Rac1 mut GTP,99.0,100.0,92.0,95.0,99.0,99.0,96.0,93.0,98.0,96.0,87.0
Rab7 wt modul,100.0,99.0,94.0,99.0,102.0,99.0,97.0,96.0,96.0,93.0,98.0
Cdc42 wt GTP,106.0,99.0,87.0,96.0,104.0,101.0,103.0,94.0,97.0,102.0,89.0
Mcl1 Bid PPI,-22.2,-8.9,-6.3,3.2,-30.2,-10.5,-6.1,0.3,-34.9,2.2,-14.7
Avidin bead fluor,12,14,40,38,12,6,3,6,11,2,12
Rab2 wt GTP,103.0,100.0,86.0,95.0,101.0,103.0,101.0,93.0,96.0,97.0,90.0

Compound activity: PubChem BioAssay, several laboratories
